Screens deposited in PubChem BioAssay by several laboratories.
Lmaj promast: reduces viability of Leishmania major promastigotes; resazurin fluorescence viability; inhibition, % at 10 µM; hit rate 9% among 200,000; in the data active = inhibition above about 50%;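 note: promastigotes grown with compound for 44 hours at 28 °C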
S1P3 antagonist: antagonists of human S1P3 receptor; inhibition, % at 4.98 µM; hit rate 0.27% among 170,000; CHO S1P3 NFAT-BLA reporter, FRET fluorescence, antagonist mode; Q99500;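 active = inhibition above the plate cutoff, the mean inhibition of test wells on that plate plus 3 SD, cut at about 28% in these data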;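 note: cells challenged with S1P at its EC80 of 0.8 µM; blue over green emission ratio from cleaved BLA substrate after 4 h stimulation; 0% = S1P-stimulated wells and 100% = unstimulated DMSO-only wells; some compounds past the cut are filed as inactive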
TLR4 MyD88 comp: blocks binding of human TLR4 to MyD88 | O00206+Q99836 | HeLa CL3-4 TLR4/MyD88 BLA complementation, FRET ratio | inhibition, % at 8.4 µM | hit rate 0.18% among 200,000; in the data active = inhibition above about 25%;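 note: 0% = vehicle and 100% = reference inhibitor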
TR-FRET SRC-2 ct: counter-screen for PPARgamma SRC-2 recruitment agonists: TR-FRET artefact; active compounds read high; TR-FRET ratio at 8 µM; hit rate 0.4% among 200,000; AID 1049; in the data active = TR-FRET ratio above about 2000; note: inactives centre near 1500; reference of the scale not given here
PPARg SRC3 recr: PPARgamma-driven SRC-3 recruitment agonism | biochemical PPARgamma/SRC-3 coactivator recruitment assay | hit rate 0.26% among 200,000 | activation, % at 8 µM | AID 731; in the data active = activation above about 23%;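 note: 0% = DMSO and 100% = reference agonist; some compounds past the cut are filed as inactive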
Target sequence (P37231 whole entry, looked up): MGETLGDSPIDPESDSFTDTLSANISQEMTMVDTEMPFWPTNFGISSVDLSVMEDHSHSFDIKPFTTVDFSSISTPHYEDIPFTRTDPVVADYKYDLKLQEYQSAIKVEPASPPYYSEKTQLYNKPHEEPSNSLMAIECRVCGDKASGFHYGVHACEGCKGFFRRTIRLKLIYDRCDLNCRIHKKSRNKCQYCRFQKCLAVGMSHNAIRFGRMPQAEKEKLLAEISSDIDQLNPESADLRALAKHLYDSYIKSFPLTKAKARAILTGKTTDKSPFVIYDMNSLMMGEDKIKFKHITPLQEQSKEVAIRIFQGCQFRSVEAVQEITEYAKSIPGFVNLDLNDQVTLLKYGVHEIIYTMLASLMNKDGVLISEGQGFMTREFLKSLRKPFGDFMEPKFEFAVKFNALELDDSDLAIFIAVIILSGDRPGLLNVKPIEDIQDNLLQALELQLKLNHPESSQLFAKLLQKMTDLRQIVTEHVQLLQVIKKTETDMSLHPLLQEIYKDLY
DTT redox prof: compounds producing H2O2 with reducing agent – biochemical, NIH compound library profiling, artefact control for MLSCN library redox annotation, primary screen | DTT-dependent redox cycling H2O2, phenol red/HRP absorbance; 100% = 100 µM peroxide control, 0% = buffer | activation, % at 10 µM | hit rate 0.03% among 200,000 | AID 878;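 active = activation of at least 50% relative to the plate's high and low controls in the primary single-dose screen; inactive = activation below 50%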;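 note: compound incubated with DTT at 0.8 mM final as the reducing agent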
PPARg SRC2 recr: PPARgamma-driven SRC-2 recruitment agonism; P37231; AID 1032; activation, % at 8 µM; PPARgamma LBD-SRC-2 recruitment, biochemical; hit rate 0.34% among 200,000; in the data active = activation above about 22%;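 note: 0% = vehicle and 100% = reference agonist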
ROMK primary: modulators of human ROMK potassium channel | Tet-inducible ROMK, thallium flux fluorescence; actives lie on both sides | P48048 | B-score at 10 µM | AID 1918 | hit rate 2% among 130,000;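 active = signal ratio slope over the read window, or its plate-corrected B-score, at least 3 SD from the plate mean, either direction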;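 note: B-score of the F/F0 ratio slope over 7 to 12 s after thallium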
Target sequence (P48048 whole entry, looked up): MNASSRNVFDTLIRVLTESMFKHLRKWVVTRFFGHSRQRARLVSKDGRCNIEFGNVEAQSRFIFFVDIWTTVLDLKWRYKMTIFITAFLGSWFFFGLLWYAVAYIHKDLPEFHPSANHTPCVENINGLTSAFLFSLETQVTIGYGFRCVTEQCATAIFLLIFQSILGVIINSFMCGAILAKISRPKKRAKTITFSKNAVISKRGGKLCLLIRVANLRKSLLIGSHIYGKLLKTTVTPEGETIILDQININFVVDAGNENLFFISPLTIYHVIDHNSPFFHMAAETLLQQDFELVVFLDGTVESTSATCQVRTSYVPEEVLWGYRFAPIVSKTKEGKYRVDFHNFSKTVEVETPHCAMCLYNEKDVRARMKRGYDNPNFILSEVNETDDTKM
bIAP activator: intestinal alkaline phosphatase (bovine) activation; purified bovine IAP, CDP-star luminescence, 30 min; active compounds read high; fold of DMSO-control signal, blank-subtracted; activation factor at 20 µM; hit rate 0.17% among 200,000; AID 1016;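 active = activation factor of 2 or more at 20 µM, a signal rise over negative controls twice the positive control's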
bIAP inh: blocks bovine intestinal alkaline phosphatase activity; 190,000 tested, under 10 active; purified bovine IAP, CDP-star luminescence, 30 min; inhibition, % at 20 µM; AID 1019;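 active = over 50% inhibition of intestinal alkaline phosphatase at 20 µM in the single-dose screen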
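System: purified bovine intestinal alkaline phosphatase (IAP) enzyme; Input: IAP diluted 1/65,000,000 in the well; Measured by: CDP-star luminescence signal; Compound dosing: 20 µM single dose; Incubation: 30 min reaction at room temperature.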
PPARg SRC1 recr: agonists of human PPARgamma SRC-1 coactivator recruitment. hit rate 0.41% among 200,000. PPARgamma-SRC-1 coactivator recruitment biochemical assay. activation, % at 8 µM; in the data active = activation above about 19%;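 note: 0% = DMSO and 100% = reference agonist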
* marks the source's active call; other numbers are inactive results; x = no result given.

SMILES	Lmaj promast	S1P3 antagonist	TLR4 MyD88 comp	TR-FRET SRC-2 ct	PPARg SRC3 recr	DTT redox prof	PPARg SRC2 recr	ROMK primary	bIAP activator	bIAP inh	PPARg SRC1 recr
N/C(=N\OS(=O)(=O)c1ccccc1)c1ccccn1	-2.6	6.0	4.0	1554	2.0	0.3	-0.5	x	1.4	-43.8	1.3
CN(C)/C=c1\sc2c(C#N)cc(C(=O)c3ccc(Br)cc3)n2c1=O	-8.2	x	22.6	1485	-6.4	-2.1	1.7	x	0.9	8.2	1.7
CCCCn1nnnc1NCc1cc(Cl)c(OC)c(OC)c1	1.3	-8.5	-6.2	1694	3.7	-0.5	-4.5	1.66	1	1.8	-2.4
Cc1cc(NC(=O)CSc2nnc(-c3ccc(Cl)s3)o2)no1	-4.8	-14.1	-3.2	1381	1.1	-0.3	-0.8	x	1.1	-5.9	-1.0
Cc1cc(C(=O)OCC(=O)Nc2cccc(S(=O)(=O)N3CCOCC3)c2)c(C)o1	5.0	x	4.5	1417	-8.4	0.0	-0.4	1.27	1.1	-7.2	2.1
CCOC(=O)C1=C(C)Nc2nc(C)nn2C1c1cc(OC)ccc1OC (stereo not drawn)	-4.7	-19.6	-1.0	1436	-1.1	0.6	-8.2	0.0323	0.8	17.6	0.2
CCn1c(SCC(=O)c2ccc3ccccc3c2)nnc1-c1cccs1	-1.0	x	-16.3	1552	-6.6	2.3	1.1	x	0.9	10.4	0.9
CCOC(=O)CSc1nc(-c2ccccc2)nc2ccccc12	-3.6	x	-7.0	1589	16.3	2.8	2.1	x	1	2.6	1.9
Cn1c(CNc2nc(-c3ccccc3)cs2)nnc1SCC(=O)OC1CCCCC1	-3.0	-13.7	1.4	1706	2.2	-0.3	2.7	-2.2	1	0.3	1.7
Cc1ccc(Cn2c(Cc3ccccc3)nc3ccccc32)cc1	13.2	x	-2.3	1549	8.2	-1.5	3.8	x	0.7	33.7	0.7
Cn1c(=O)[nH]c(=O)c2c1nc1n2CCCS1	-1.0	-6.0	2.3	1492	-7.5	1.5	-2.3	x	1	-0.7	-1.0
O=C(COC(=O)CCOc1ccccc1)NCCC1=CCCCC1	-5.9	-3.2	3.9	1526	8.2	-0.2	8.3	x	1	0.5	3.4
Cc1onc(-c2ccccc2Cl)c1C(=O)Nc1sc2c(c1C(N)=O)CCC(C)C2 (stereo not drawn)	30.1	x	5.8	1572	7.3	0.1	7.6	-0.0438	0.8	16.0	-2.8
O=C(CSc1nc2ccccc2s1)N1CCN(C(=O)c2ccco2)CC1	-2.8	-0.7	-5.5	1427	-5.3	1.1	3.9	x	1.1	-9.2	-3.4
Cc1ccc(C(=O)Nc2ccc3c(c2)OCO3)cc1S(=O)(=O)N1CCCC1	2.7	-21.8	-23.3	1568	4.1	2.7	12.5	-1.43	0.8	18.1	-6.3
COC(=O)C1=C(C)Nc2[nH]c(=S)[nH]c(=O)c2C1c1ccc(OC)cc1 (stereo not drawn)	-11.0	4.2	5.2	1726	3.6	-1.1	7.4	0.183	1	-0.6	8.1
COc1ccc(-c2c(C)nn3c(N4CCC5(CC4)OCCO5)cc(C)nc23)cc1OC	-1.3	x	6.4	1590	-4.6	-2.9	-1.1	0.927	1	4.2	-4.5
C=C(C)C1CC=C(C)/C(=N/NC(=O)COc2cccc3ccccc23)C1 (stereo not drawn)	0.6	x	6.2	1276	1.8	0.9	3.7	-0.122	1	2.2	-9.6
CN(c1ccc(S(=O)(=O)N2CCOCC2)cn1)C1CCCCC1	0.9	x	15.6	1422	-5.9	-3.2	-8.8	x	0.9	12.8	2.3
COc1cc(OC)cc(-n2nnnc2SCC(=O)NCCc2ccc(OC)c(OC)c2)c1	-2.4	-8.4	-20.5	1657	2.1	0.6	0.4	1.45	1.3	-25.4	4.9
Cc1ccc(C(=O)c2ccc(C)cc2)cc1	-5.5	4.6	7.5	1663	-1.2	-1.2	1.7	-0.122	1	3.3	-0.1
CCc1cccc(NC(=O)Nc2ccc3c(c2)OCO3)c1	0.6	3.3	11.1	1410	-0.6	1.1	-8.7	-0.168	0.9	14.1	2.1
O=C(COc1ncnc2ccccc12)NCCc1ccc(F)cc1	-6.9	-0.9	-8.6	1473	-0.2	-0.5	-3.9	-0.461	1.2	-24.3	-4.0
COc1ccc(-c2ccnc(SCC(=O)c3ccc(OC)c(OC)c3)n2)cc1	-1.8	6.9	0.2	1617	2.8	0.3	5.2	x	0.9	14.3	2.4
COCCNS(=O)(=O)c1cc(F)ccc1OC	-8.1	-34.5	6.8	1583	-0.5	2.7	-6.3	x	0.9	14.4	-4.5
O=C(O)CCCCCn1c(SCc2cc(=O)n3ccccc3n2)nc2ccsc2c1=O	-3.5	1.9	-6.9	1509	-4.2	0.5	-1.2	-0.279	1	-3.1	-3.2
CCC(=O)Nc1ccccc1C(=O)OC(c1ccccc1)c1ccccc1	8.3	-15.9	-14.4	1446	1.8	-0.1	-4.2	0.376	1	1.9	-2.4
N#CC1=C(N)C(C#N)(C#N)C2(CCC3(CC2)OCCO3)C2CC3(CC=C12)OCCO3 (stereo not drawn)	-0.5	-42.0	-10.2	1574	2.5	1.2	-0.7	0.675	1.1	-6.2	2.8
O=C(O)C1CCCCC1C(=O)NCCC(c1ccccc1)c1ccccc1 (stereo not drawn)	-6.3	x	5.5	1501	4.3	-3.7	2.4	x	1.1	-8.6	1.6
Cc1cc2c(cc1C)CSC(c1c(O)ccc3ccccc13)SC2	35.6	x	0.5	1427	8.6	0.8	0.1	0.802	0.8	16.3	-2.2

Part of the list above, reformatted.
SMILES: O=C(COc1ncnc2ccccc12)NCCc1ccc(F)cc1
  Lmaj promast: -6.9 | S1P3 antagonist: -0.9 | TLR4 MyD88 comp: -8.6 | TR-FRET SRC-2 ct: 1473 | PPARg SRC3 recr: -0.2 | DTT redox prof: -0.5 | PPARg SRC2 recr: -3.9 | ROMK primary: -0.461 | bIAP activator: 1.2 | bIAP inh: -24.3 | PPARg SRC1 recr: -4.0

SMILES: COc1ccc(-c2ccnc(SCC(=O)c3ccc(OC)c(OC)c3)n2)cc1
  Lmaj promast: -1.8 | S1P3 antagonist: 6.9 | TLR4 MyD88 comp: 0.2 | TR-FRET SRC-2 ct: 1617 | PPARg SRC3 recr: 2.8 | DTT redox prof: 0.3 | PPARg SRC2 recr: 5.2 | ROMK primary: x | bIAP activator: 0.9 | bIAP inh: 14.3 | PPARg SRC1 recr: 2.4

(further entries)
SMILES	Lmaj promast	S1P3 antagonist	TLR4 MyD88 comp	TR-FRET SRC-2 ct	PPARg SRC3 recr	DTT redox prof	PPARg SRC2 recr	ROMK primary	bIAP activator	bIAP inh	PPARg SRC1 recr
Cc1ccc(-c2nc3ccccc3s2)cc1S(=O)(=O)N1CCOCC1	-4.8	x	5.2	1566	-0.3	-0.1	1.9	0.623	0.9	6.1	6.3
CCCC(=O)c1cc(F)c(N2CCN(S(=O)(=O)c3ccccc3)CC2)cc1C	4.2	x	2.6	1569	4.5	0.0	6.0	0.698	1	4.4	5.3
O=C(CSc1nc2ccccc2c(=O)[nH]1)N1CCOCC1	-6.1	2.7	19.1	1530	3.7	-1.7	2.6	0.957	1	0.8	7.1
CC(C)(C)NC(=O)NC(=O)COc1ccccc1C#N	-10.9	0.1	6.0	1483	4.3	1.3	7.5	x	0.9	9.1	-3.6
O=C(OCc1ccc(C(=O)c2ccccc2)cc1)c1cccc(-c2nnc(-c3ccccc3)o2)c1	9.2	x	5.9	1401	-4.1	4.0	-2.9	x	1	0.3	2.9
COc1ccc(CCNC(=O)CN(C2CCCCC2)S(C)(=O)=O)cc1OC	-4.9	-4.0	-14.0	1516	-0.3	-1.8	8.8	x	0.9	8.9	8.3
Cc1ccc2ccc(C3C(=O)c4ccccc4C3=O)nc2c1	48.3	x	-12.7	1452	3.1	2.9	-11.7	x	x	x	-2.9
CC(C)C1NC(=S)N(C2CCCCC2)C1=O (stereo not drawn)	-5.9	5.2	-1.3	1636	5.3	-0.5	6.8	-0.873	0.9	13.7	1.2
CCN1CCN(C(=S)c2ccc(OCC(=O)N3CCOCC3)cc2)CC1	-4.8	x	-7.8	1387	-4.6	0.5	-4.3	x	0.9	7.2	-2.7
COc1ccc(-c2nc(-c3ccccn3)no2)cc1	-0.2	-1.8	-4.0	1451	6.1	-0.2	1.4	-0.0112	0.9	10.9	-3.8
N#CC1=C2SCN(Cc3ccco3)CN2C(=O)CC1c1ccc(Cl)cc1 (stereo not drawn)	1.2	5.9	-0.9	1667	14.2	2.8	1.4	x	0.8	21.0	2.2
Cc1ccc(/C=C/C(=O)c2nc3ccccc3[nH]2)cc1	98.3*	x	13.4	1404	7.3	-3.9	-5.7	0.372	1	3.0	2.5
S=C1COC(c2ccccc2)N1c1ccccc1 (stereo not drawn)	-2.7	x	10.2	1565	3.5	-1.1	-2.2	-0.572	1	4.1	1.5
Cc1ccc(OCCCC(=O)Nc2nnc(C3CCCO3)s2)c(C)c1 (stereo not drawn)	-9.5	8.2	-4.2	1559	1.9	-0.2	9.0	0.0487	0.9	12.7	-0.9
CCn1c(SCC(=O)Nc2nnc(C)s2)nnc1-c1ccncc1	6.7	-26.2	-5.5	1368	-8.3	3.1	-1.2	0.51	1	2.2	-3.7
Cc1ccc(S(=O)(=O)N2CCN(S(C)(=O)=O)C2)cc1	-2.6	-19.3	-2.5	1590	-1.4	2.1	-4.4	0.604	1	2.6	-2.1
O=C(O)c1ccc(C(=O)Nc2cccc(NC(=O)C3CCCO3)c2)cc1 (stereo not drawn)	-6.5	x	7.8	1418	0.4	0.2	-1.3	-0.0158	1	-2.4	-1.2
CCOc1ccccc1C1C(C(N)=O)=C(C)Nc2nc(-c3ccc(OC)cc3)nn21 (stereo not drawn)	-1.9	-21.8	1.5	1388	9.8	-1.4	4.7	x	1	4.9	0.5
Cc1ccc(CN2CCN(/N=C/c3ccc(C(=O)O)cc3)CC2)cc1	43.4	2.2	2.6	1330	-3.7	0.4	-9.8	0.625	1.2	-18.0	3.7
COc1ccc(-c2cn(-c3ccc(C)cc3C)c(=O)[nH]2)cc1OC	-7.2	-0.8	10.8	1604	5.2	-1.3	-5.2	-0.0224	1	-3.7	8.5
CCC(c1nc2ccccc2c(=O)n1-c1nc2ccccc2s1)N1C(=O)c2ccccc2C1=O (stereo not drawn)	13.7	0.4	-10.3	1554	2.0	0.2	4.3	0.12	1	0.8	-1.8
O=C(COc1ccc2ccccc2c1)NC1=NCCS1	-1.8	x	0.7	1515	-0.4	-1.0	-4.6	0.266	0.9	8.2	-4.5
CCc1cc(-c2n[nH]c(=S)n2CC(C)C)cs1	-3.7	-32.2	-11.3	1798	9.6	-0.3	15.3	x	1	-0.4	11.1
CCCCn1c(SCc2ccc(Cl)cc2)nc2c1c(=O)[nH]c(=O)n2C	-6.4	-4.4	-3.7	1536	-2.5	1.3	2.7	0.0428	0.9	13.8	-0.1
Cc1nn(CC(=O)NCCCc2ccccc2)c(C)c1[N+](=O)[O-]	-12.0	2.5	13.3	1652	0.9	-1.8	1.0	-1.53	1.1	-6.3	2.9
